High-throughput results as filed in PubChem.
Gal4-VP16 FLuc = Gal4-VP16 reporter inhibition counter-screen | Potency, µM (series often up to 53.6 µM), for the others: at the highest dose activity, negative = inhibition, usual class: inhibitors | Drosophila S2 Gal4-VP16 UAS-luciferase, luminescence, 20 h | 310,000 compounds, 3.5% hits;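 further: Gal4-VP16 expression switched on by copper sulfate through the metallothionein promoter; potency means the concentration at half of the fitted maximal effect; on the % scale 0 is the no-effect control and ±100 the full control effect; nearly all actives have a fitted effect of over 50% in size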
RORg inh = inhibitors of mouse ROR gamma transcriptional activity | Drosophila S2 Gal4-RORgamma UAS-luciferase reporter, 20 h | P51450 | 310,000 compounds, 5.4% hits | Potency, µM (series often up to 53.6 µM), without a hit: top-dose activity change, negative = inhibition, actives largely listed as inhibitors; further: potency means the concentration at half of the fitted maximal effect; on the % scale 0 is the no-effect control and ±100 the full control effect; nearly all actives have a fitted effect of over 60% in size
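A Gal4/UAS one-hybrid system in insect cells: metallothionein-promoter Gal4–ROR gamma fusion plus Photinus luciferase reporter. Copper sulfate 700 uM final, 20 hr ambient incubation, luminescent detection after 10 min with reagent.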
ELG1 genotox = genotoxicity induction in ELG1-luciferase HEK293T cells; HEK293T ELG1-luciferase reporter, luminescence, 16 h; Potency, µM (doses to about 46 µM), for the others: at the top dose activity change, positive = activation, hits mostly activators; 330,000 compounds, 1.3% hits; AID 504466; further: potency means the concentration at half of the fitted maximal effect; % of control where 0% means no effect; nearly all actives have a fitted effect of over 60% in size
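Quantitative HTS format in 1536-well plates. HEK293T ELG1-luciferase reporter cells receive test compound and are incubated 16 hr at 37 °C, 5% CO2; ONE-Glo added, 30 min room temperature, then luminescence read.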
Rab9 prom act = Rab9 promoter activation. 320,000 compounds, 2.8% hits. Huh7 Rab9 promoter-luciferase reporter, luminescence, 24 h. Potency, µM (highest dose often 9.22 µM), for the others: top-dose activation, negative = inhibition, most hits filed as activators; further: potency means the concentration at half of the fitted maximal effect; % of control where 0% means no effect; nearly all actives have a fitted effect of over 60% in size
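Cells were plated at 1500 per well in reduced-serum medium with 10% FBS and left 2 h. Compound in DMSO was then added for 24 h at 37 °C. Reporter signal was read by luminescence after 10 min with luciferase detection reagent.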
BRCA1 expr up = increases BRCA1 expression. MCF7-BRCA1-FFLuc reporter, luminescence, 48 h; response scale: scaled: vehicle 0%, 10 µM genistein 100%. Potency, µM (series often up to 46.1 µM), for the others: top-dose activation, actives largely listed as activators. 380,000 compounds, 1.1% hits. AID 624202; further: potency means the concentration at half of the fitted maximal effect; nearly all actives have a fitted effect of over 80% in size; some results filed as inactive show a strong effect at the top dose
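First, MCF7-BRCA1-FFLuc cells (2000/well) attach for 2 h; next, compounds are pin-added and incubated 48 h at 37 °C; finally, luciferase reagent is added and luminescence read after 15 min.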
p53 reactivator = mutant p53 re-activation in reporter cells | H1299 p53-A138V BP100-luciferase reporter, luminescence, 24 h | Potency, µM (top dose mostly 92.2 µM), for inactives: at the top dose activity change, positive = activation, usual class: activators | 320,000 compounds, 0.063% hits | AID 504706; further: potency means the concentration at half of the fitted maximal effect; % of control where 0% means no effect; nearly all actives have a fitted effect of over 45% in size
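H1299 (p53-null), stable ts p53-A138V + BP100-Luc; 1000 cells/well, Opti-MEM/10% FBS; cpd 4 pt, 1:5; 24 h, 37 deg C, 5% CO2; detection reagent 10 min RT; luminescence.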
FLuc counter = inhibits or activates purified firefly luciferase, miR-21 counter-screen; P08659; purified FLuc, Km substrates, luminescence inhibition; Potency, µM (titrated, usually from 57.5 µM), for inactives: at the highest dose activity change, negative = inhibition, hits mostly inhibitors; 360,000 compounds, 6.9% hits;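 further: potency means the concentration at half of the fitted maximal effect; plate controls were vehicle for no effect and reference inhibitor for full effect; nearly all actives have a fitted effect of over 55% in size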
Target sequence (P08659 whole entry, looked up): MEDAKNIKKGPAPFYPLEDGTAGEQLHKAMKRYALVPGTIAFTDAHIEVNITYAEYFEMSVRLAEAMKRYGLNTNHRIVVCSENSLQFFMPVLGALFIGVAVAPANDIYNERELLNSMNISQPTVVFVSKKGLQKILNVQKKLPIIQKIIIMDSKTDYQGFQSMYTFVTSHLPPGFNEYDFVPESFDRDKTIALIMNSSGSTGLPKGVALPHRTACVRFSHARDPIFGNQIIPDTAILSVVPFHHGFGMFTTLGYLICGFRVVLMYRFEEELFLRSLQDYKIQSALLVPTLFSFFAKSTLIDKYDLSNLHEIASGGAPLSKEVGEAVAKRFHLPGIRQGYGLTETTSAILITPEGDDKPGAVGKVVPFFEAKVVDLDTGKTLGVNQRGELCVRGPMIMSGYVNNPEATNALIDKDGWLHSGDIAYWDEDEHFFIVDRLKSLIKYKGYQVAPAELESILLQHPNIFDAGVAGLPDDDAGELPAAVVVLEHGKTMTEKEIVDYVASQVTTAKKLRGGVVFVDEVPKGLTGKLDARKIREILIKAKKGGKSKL
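Purified P. pyralis luciferase, 10 nM final, with Km-level 10 uM D-luciferin and 10 uM ATP in 50 mM Tris acetate pH 7.5, 10 mM Mg acetate, 0.01% Tween-20, 0.05% BSA; 6-point qHTS titration about 60 µM downward; luminescence read.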
Menin MLL FP TR = inhibitors of human menin-MLL interaction, mutant MLL peptide. O00255. Menin + Texas Red MLL mutant peptide, fluorescence polarization. Potency, µM (doses to about 61.6 µM), for the others: at the top dose FP activity change, negative = inhibition, most hits filed as inhibitors. 270,000 compounds, 0.23% hits; active means well fitted inhibition curve with a large enough effect in the polarisation, with a control signal flat, not every such curve was filed as active; inconclusive means small, poorly fitted or top-dose-only effect, or effect the other way, or a change in a side signal; inactive means no such curve, though single readings can be large or run the other way; the % refers to the polarisation; further: potency means the concentration at half of the fitted maximal effect; % of control where 0% means no effect; many of its hits are not listed in these tables
Giardia kill = kills Giardia lamblia; Giardia lamblia trophozoite viability; 340,000 compounds, 0.15% hits; activity change, % at 7.66 µM, hits read low; AID 540267; in the data active means activity change below about -80%; inconclusive means between about -30% and that limit;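 further: parasites exposed to compound for two days anaerobically before the ATP read; on the % scale 0 is the no-effect control and ±100 the full control effect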
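Killing of trophozoites was scored by loss of ATP luminescence after a 48 hrs anaerobic exposure to compounds at 37 deg C, using 100 cells per well.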
NPC1 prom act = activates the NPC1 promoter; Potency, µM (titrated, usually from 9.22 µM), without a hit: at the highest dose activation, usual class: activators; Huh7 NPC1 promoter luciferase reporter, 24 h; 320,000 compounds, 2.4% hits;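 further: potency means the concentration at half of the fitted maximal effect; % of control where 0% means no effect; nearly all actives have a fitted effect of over 60% in size; reporter is driven by a mutant NPC1 promoter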
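In 1536-well qHTS, Huh7 cells harboring an NPC1 promoter–luciferase construct received compound for 24 h; activation was quantified by luminescence following luciferase reagent addition.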
PKM2 act = activators of human pyruvate kinase M2; purified PKM2, Kinase-Glo ATP luminescence, activation; response scale: 0% is enzyme alone, no compound; 260,000 compounds, 0.34% hits; Potency, µM (top dose mostly 57.5 µM), without a hit: at the top dose activation, hits mostly activators; P14618; further: potency means the concentration at half of the fitted maximal effect; on the % scale 0 is the no-effect control and ±100 the full control effect; nearly all actives have a fitted effect of over 55% in size
Target sequence (P14618 whole entry, looked up): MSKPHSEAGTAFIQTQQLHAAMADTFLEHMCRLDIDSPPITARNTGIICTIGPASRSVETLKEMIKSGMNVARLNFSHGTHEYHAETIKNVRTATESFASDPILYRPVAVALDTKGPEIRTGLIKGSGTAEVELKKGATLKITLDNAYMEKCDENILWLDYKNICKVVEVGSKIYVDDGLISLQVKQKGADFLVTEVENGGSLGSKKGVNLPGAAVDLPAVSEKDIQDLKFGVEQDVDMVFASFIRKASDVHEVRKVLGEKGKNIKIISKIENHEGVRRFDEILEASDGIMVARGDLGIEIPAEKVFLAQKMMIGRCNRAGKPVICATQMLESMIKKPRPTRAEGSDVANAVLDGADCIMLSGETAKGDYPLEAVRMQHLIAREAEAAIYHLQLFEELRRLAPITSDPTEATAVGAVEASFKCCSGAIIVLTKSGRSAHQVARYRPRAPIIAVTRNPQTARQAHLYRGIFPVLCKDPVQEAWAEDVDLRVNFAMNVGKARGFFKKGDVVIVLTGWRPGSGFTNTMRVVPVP
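hPK-M2, >95% pure; 0.1 mM ADP / 0.5 mM PEP final; imidazole pH7.2 buffer w/ 7 mM MgCl2, 50 mM KCl; 1 h RT; Kinase-Glo lum. Intermediate enzyme activity for dual inhibitor/activator qHTS.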
* = called active by the depositor; ? = inconclusive; . = no result given; & = joins results of further samples; [ ] = dose if it differs, or a comment. Unless noted, the call rests on the fitted dose curve; in most records, active means well fitted curve in the direction sought with a large enough effect; inconclusive means small, poorly fitted or top-dose-only effect, or another doubt; inactive means no such curve, though single readings can be large; an effect the other way counts as inactive or inconclusive.

SMILES	Gal4-VP16 FLuc	RORg inh	ELG1 genotox	Rab9 prom act	BRCA1 expr up	p53 reactivator	FLuc counter	Menin MLL FP TR	Giardia kill	NPC1 prom act	PKM2 act
S=C(NCCCn1ccnc1)NC1CCCCC1	1%	29%	1%	-2%	-4%	8%	-1%	-4%	15	-1%	0%
CC(=O)c1ccccc1OCCOc1ncnc2sccc12	-23%	17%	3%	26%	65%	-4%	-14%	1%	-2	11%	-1%
Cc1nc2nc(C)c(CCC(=O)N3CCN(c4ccccc4)CC3)c(C)n2n1	-6%	1%	-6%	4%	4%	2%	0%	-4%	-20	-5%	-1%
Cc1ccc(NC(=O)Nc2nnc(-c3ccccc3)o2)cc1	-11%	-26%	25%	?	?	9%	?	17%	4	24%	-6%
CCOc1ccc(OCCn2c(SCC(=O)O)nc3ccccc32)cc1	4%	9%	0%	0%	29%	-5%	?	4%	3	-4%	3%
CCn1c(CNC(=O)c2ccc(Cl)cc2)nnc1SCC(=O)N1CCOCC1	4%	-17%	0%	1%	-2%	-5%	1%	.	-23	-1%	2%
O=C(OC(C(=O)Nc1ccc(Cl)cc1C(F)(F)F)c1ccccc1)C1=COCCO1 (stereo not drawn)	0%	3%	4%	0%	-7%	-2%	0%	4%	-17	0%	5%
CCc1nnc(NC(=O)CSc2nnc(COc3ccccc3)n2Cc2ccccc2)s1	6%	23%	12%	-3%	0%	2%	6%	.	0	0%	1%
CSc1ccc(C2Nc3cccc4cccc(c34)N2)cc1	-13%	-10%	-2%	20%	-34%	21%	21µM*	?	-2	?	-2%
CCCS(=O)(=O)NCc1cn2c(C)csc2n1	1%	?	12µM*	?	?	?	?	16%	10	?	-4%
Cc1ccc(/C=N/NC(=O)c2nnn(-c3nonc3N)c2-c2cccs2)cc1	-5%	-12%	0%	1%	-20%	9%	9.5µM*	?	-12	-2%	-7%
CCCCC1CCC(C(=O)Nc2ccc(N3CCOCC3)cc2N2CCOCC2)CC1 (stereo not drawn)	.	.	0%	3%	4%	8%	4%	.	9	0%	.
Cn1c(Sc2ccccc2Cl)c(C=O)c2ccccc21	6%	3%	3%	5%	-20%	-6%	-6%	-1%	8	1%	2%
O=C1C2C3CCC(C3)C2C(=O)N1Cc1ccccc1 (stereo not drawn)	-1%	-15%	0%	-1%	14%	3%	-10%	-1%	8	0%	-9%
COc1ccccc1C(=O)O/N=C(\N)c1ccccc1Cl	-4%	13%	?	?	?	?	?	-17%	-3	4%	-14%
O=C(CSc1nc2c(c(=O)n1-c1ccc(Cl)cc1)SCC2)Nc1ccc2c(c1)OCCO2	-7%	-23%	-4%	-11%	1%	-5%	-3%	7%	-1	-4%	-1%
Cn1nnc(NC(=O)c2ccco2)n1	-3%	2%	4%	1%	-1%	-18%	-1%	9%	-4	0%	-11%
COc1ccccc1Nc1nc(N)nc(CSC(=S)N2CC(C)CC(C)C2)n1 (stereo not drawn)	25µM*	?	4%	-8%	-36%	?	-13%	-7%	-10	0%	3%
O=[N+]([O-])c1ccc(O)c(-c2nn[nH]n2)c1	-24%	10µM*	?	27%	93%	?	27µM*	?	4	13%	2%
O=c1[nH]nc(CNc2ccc(C(F)(F)F)cc2)c2ccccc12	1%	?	4%	4%	36%	9%	-20%	3%	-17	0%	2%
O=C(CC1CCCCC1)NCc1ccccc1	24%	-27%	?	?	?	.	-19%	0%	-10	?	0%[11.5 µM]
COc1ccc(NC(C)=O)cc1NC(=O)c1cccc(S(=O)(=O)N2CCc3ccccc32)c1	.	.	-2%	-3%	-47%	-15%	2%	.	-1	0%	.
CC(=O)c1ccc(NC(=O)C2=CC(c3ccc4c(c3)OCO4)=NS(=O)(=O)N2C)cc1	-42%	21%	2%	4%	-6%	-2%	-18%&-4%	.	3	-3%	.
COc1ccc(CN(C)CC(=O)Nc2cc(OC)c([N+](=O)[O-])cc2C)c(OC)c1	22%	9%	-9%	-7%	-21%	-5%	5%	5%	-7	-3%	-6%
CN(CCc1ccccn1)c1ncnc2[nH]ncc12	0%	-7%	1%	21%	78%	-1%	-15%	0%	-7	1%	-11%
COC(=O)c1nccc2c1[nH]c1ccccc12	.	.	3%	-2%	38%	-8%	-16%	.	7	-2%	.
CC(=O)NN1C(=O)/C(=C/c2ccc(Br)o2)SC1=S	-8%	-22%	-9%	-2%	17%	?	-27%	?	-10	1%	8%
O=C(O)CN1C(=O)CCS(=O)c2ccccc21 (stereo not drawn)	2%	-33%	1%	0%	25%	7%	0%	34%[activator]	4	1%	-5%
CCN(CC)CCNC(=O)C12CC3CC(C)(CC(C)(C3)C1)C2	-3%	4%	-6%	-2%	0%	6%	2%	-6%	1	-2%	-5%
Cc1ccc(-c2nc(N)n(C(=O)Cc3ccccc3)n2)cc1	6%	35%	12%	2%	-2%	14%	-17%	27%	-2	-1%	-3%
CC(C)(C)OC(=O)NCC(=O)NCC(=O)OCc1ccccc1	21%	2%	3%	-2%	-15%	-5%	0%	19%	?	0%	5%
O=C(Oc1ccc2ccc(O)cc2c1)c1ccccc1Cl	-29%	?	?	0%	-22%	?	2.4µM*	?	-5	24%	?
Cc1ccccc1OCC(=O)O/N=C(\N)Cc1ccc(Cl)cc1	9%	17%	0%	-8%	9%	6%	0%	-9%	-10	0%	-11%
CC(C)(C)c1ccc(OCc2ccc(C(=O)Nc3cccnc3)o2)cc1	?	-43%	?	0.35µM*	-26%	13%	15µM*	22%	4	0.45µM*	12%
CSc1ccccc1NC(=O)c1csc(C)c1	19%	-19%	16%	14%	-3%	10%	?	-9%	-16	11%	-5%
CC1CCN(c2ncnc3ccccc23)CC1	?	?	-3%	-11%	-52%	1%	-3%	-19%	-14	-7%	-2%
COc1cc(CC(=O)OCC(=O)NCCc2ccc(S(N)(=O)=O)cc2)cc(OC)c1OC	.	.	2%	-1%	7%	0%	.	.	-8	-9%	.
CC1=C(C)CC(C(=O)NC2CCN(C(C)C)CC2)C(C(=O)O)C1 (stereo not drawn)	-3%	-21%	3%	3%	18%	-4%	1%	.	22	5%	-2%
COc1ccc(C(=O)OCC(=O)Nc2ccc(N3CCOCC3)cc2)cc1	.	.	4%	-8%	17%	10%	3%	.	0	-1%	.
Cc1ccc(NC(=O)c2ccc(OC(=O)CCN3C(=O)c4ccccc4C3=O)cc2)cc1	-17%	-2%	?	1.8µM*	7.1µM*	24%	-19%	.	-5	3.2µM*	-14%
Cc1ccc(NC(=O)CCC(=O)N2CCN(S(=O)(=O)c3ccc(C)cc3)CC2)cc1	.	.	3%	-7%	2%	0%	3%	.	-3	-3%	.
COc1cccc(/C=C/c2ccccn2)c1O	-19%	-38%	7.3µM*	2.8µM*	17%	?	3µM*	.	-21	1.3µM*	-8%
Cc1onc(-c2ccccc2Cl)c1C(=O)NC1CCCCCC1	-16%	8%	-1%	-6%	26%	2%	-6%	-15%	8	-5%	.
CCCCc1nnc(NC(=O)CCS(=O)(=O)c2ccc(C)cc2)s1	.	.	0%	-7%	-34%	?	-3%	.	?	-3%	.
COC(=O)c1ccccc1NC(=O)Cn1nc2n(C)c3ccccc3n2c(=O)c1=O	?	3%	1%	0%	.	-3%	-1%	-5%	.	4%	-2%
O=C1CCSc2cccc3cccc(c23)N1	-7%	-12%	-3%	1%	0%	-10%	2%	4%	1	-1%	-9%
COc1ccc2nc(NC(=O)CSc3nnc(N)s3)sc2c1	1%	13%	16%	2µM*	70%	?	?	.	0	?	-12%
O=C(Nc1cccc(/C=C/c2ccccn2)c1)c1ccc(-n2cncn2)c([N+](=O)[O-])c1	.	.	-42%[inhibitor]	18%	-41%	0%	24µM*	.	3	-3%	.
N#C/C(=C(/O)CCCl)c1ccccn1	-19%	-13%	-1%	-3%	3%	3%	-1%	-6%	-4	-8%	-2%
CC(C)(C)c1ccccc1OCC(=O)NCc1ccccc1	-2%	25%	0%	3%	0%	2%	-3%	-12%	-11	1%	1%
CSc1ccc(-c2nc(CSCC(=O)NCCCN3CCCC3=O)c(C)o2)cc1	?	?	0%	1%	-29%	4%	?	-10%	-2	-7%	.
Cc1cc(C)c(OCC(=O)OC(C)C(=O)N2CCc3ccccc32)c(C)c1 (stereo not drawn)	.	.	-2%	-4%	-1%	0%	1%	.	?	-1%	.
CCCNC(=O)/C(C#N)=C1\N=C(NC(=O)c2ccco2)c2ccccc21	?	-90%	-7%	-1%	1%	3%	2%	.	0	8%	.
O=C1OCCN1C(=O)[C@H]1[C@H](c2ccc(F)cc2)C(c2ccc(F)cc2)=NN1c1ccccc1	0%&-4%	18%&34%	-3%	-7%	-22%	9%	2%	?	8	0%	-3%

Not all compounds are listed, so the mix of outcomes need not match the whole.
